MRP resist rev: MRP-mediated drug resistance reversal; differential viability (reversal), % at 10 µM; actives 0.04% (n = 85,000); AID 602; H69AR cells + 2 uM doxorubicin, CellTiter-Glo, 72 h;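 active means viability drop by adding the cancer drug above about 55%, with treated viability meeting a 40% cutoff, limit read from the data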;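 further: viability without doxorubicin minus viability with 2 µM doxorubicin for each compound; larger differential means the compound sensitizes cells more to doxorubicin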
NFkB transloc inh: blocks IL-1B driven NFkB nuclear translocation in HUVEC cells | actives 0.43% (n = 94,000) | AID 796 | HUVEC IL-1B NFkB p65 nuclear translocation imaging | inhibition, % at 2 µM;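 active means inhibition above about 30% together with a positive call from visual inspection of the well image, limit read from the data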;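 further: nuclear over cytoplasmic p65 intensity ratio measured by imaging; 0% = IL-1B stimulated DMSO wells and 100% = unstimulated DMSO wells; values of inactives mirror those of a sister screen read the other way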
PLAP inhibitors HTS: inhibition of human placental alkaline phosphatase – biochemical, luminescence, HTS (AID 690). inhibition, % at 20 µM; hits with a dose series show IC50 in µM. actives 0.08% (n = 96,000). purified PLAP, luminescent substrate; higher % means a stronger effect; in the data active means a potency from the dose series; inactive means the rest, 99 in 100 with inhibition below about 30%; further: strong numbers were not always called active
IL1B NFkB pot: enhances IL-1B driven NFkB nuclear translocation; actives 0.3% (n = 94,000); HUVEC IL-1B NFkB p65 nuclear translocation imaging; activation, % at 2 µM;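 active means activation above 40%, about the mean plus 3 SD, also judged a hit on visual image review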;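 further: percent activation is computed from the nuclear over cytoplasmic p65 intensity ratio; values of inactives mirror those of a sister screen read the other way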
Bcl-B TR3 displacers: displacers of TR3 peptide from Bcl-B, primary screen, selectivity assay for Bfl-1 inhibitor project, biochemical, fluorescence polarization | displacement, % at 20 µM, or IC50 in µM where a hit was titrated | actives 0.11% (n = 96,000) | FP displacement of FITC-TR3 peptide from Bcl-B; higher % means a stronger effect;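 active means displacement above 50% at 20 µM plus a fluorescence interference ratio under 1.5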;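 further: plate controls were wells without compound for no effect and wells lacking Bcl-B protein for full effect; a part of the inactive calls stands beside numbers as strong as those of hits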
MRP resist rev cytotoxicity: recorded beside MRP resist rev, whose call it bears; viability, %; H69AR cells, CellTiter-Glo, 72 h; measured here: cytotoxicity without doxorubicin
MRP resist rev with doxorubicin: second read-out of MRP resist rev, no call of its own (marks repeat the call); viability, %; measured here: viability with 2 uM doxorubicin; stronger effect = lower value
NFkB transloc inh cell count 2 µM: also measured in NFkB transloc inh; calls as there; cell count; measured here: cells passing quality filter;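 raw number of nuclei counted in each imaged well without normalization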
IL1B NFkB pot cell count 2 µM: second read-out of IL1B NFkB pot, no call of its own (marks repeat the call); cell count; measured here: cells passing quality filter
* hit, by the source's call; . = not tested or not shown. This is a subset; count on the stated rates, not on these rows.

SMILES	MRP resist rev	MRP resist rev cytotoxicity	MRP resist rev with doxorubicin	NFkB transloc inh	NFkB transloc inh cell count 2 µM	PLAP inhibitors HTS	IL1B NFkB pot	IL1B NFkB pot cell count 2 µM	Bcl-B TR3 displacers
O=C(OCN1C(=O)c2ccccc2C1=O)C1CCCCC1	-4	96	99	-5	174	-11%	5	174	-14%
COc1cc(NC(=O)CSc2nnc3n2C(C)(C)Cc2ccccc2-3)cc(OC)c1	6	66	60	-17	94	17%	17	94	3%
COc1ccc(C2C(C(C)=O)=C(O)C(=O)N2Cc2cccnc2)cc1 (configuration not stated)	2	99	98	-4	118	.	4	118	.
CCOC(=O)c1c(C)n(C)c2ccc(OC)c(NC(=O)CN3CCCCC3)c12	11	96	86	-3	123	-58%	3	123	2%
Cn1c(SCC(=O)Nc2nccs2)nnc1-c1ccncc1	-2	93	95	-7	119	-66%	7	119	6%
O=C(CN1CCOCC1)OCCCC1CCCCC1	.	.	.	-11	133	-11%	11	133	18%
CCn1nc2cc(C(=O)NCCc3cccs3)ccc2c1OC	.	.	.	1	120	1%	-1	120	9%
O=C1c2cccc3c([N+](=O)[O-])ccc(c23)C(=O)N1c1ccccn1	.	.	.	.	.	-9%	.	.	165%
CC1Cc2nc(SCC(=O)NCc3ccco3)n(Cc3ccccc3)c(=O)c2S1 (configuration not stated)	7	91	85	.	.	14%	.	.	2%
O=C(CSc1nc2ccccc2s1)N1CCOCC1	-4	82	85	-4	146	-16%	4	146	-6%
Cc1nc2ccccc2n1/C(=N/S(=O)(=O)c1ccc(Br)cc1)c1ccccc1	.	.	.	-11	131	.	11	131	.
CCOC(=O)c1nc(N)c(=O)n(-c2ccccc2)n1	10	94	83	8	100	16%	-8	100	6%
Cc1ccc(CNC(=O)C2CCCN(C(=O)N(C)C)C2)cc1 (configuration not stated)	-15	76	91	-6	146	21%	6	146	2%
Cc1ccc(-c2ccc(CCC(=O)O)n2CC2CCCO2)cc1 (configuration not stated)	0	86	86	-9	155	-34%	9	155	-18%
Cc1ccc(C(=O)NNc2cc(N3CCCC3)nc(N3CCCC3)n2)cc1	.	.	.	13	124	-63%	-13	124	4%
O=C(Cn1c(C(F)(F)F)nc2ccccc21)c1ccc(Br)cc1	.	.	.	-10	157	0%	10	157	0%
CCOc1ccc(Nc2c3c(nc4ncnn24)CC(C)CC3)cc1 (configuration not stated)	.	.	.	11	91	13%	-11	91	4%
Oc1ccc(CN2CCCc3ccccc32)c2cccnc12	-26	34	60	9	86	-37%	-9	86	-5%
CS(=O)(=O)N1CCCC(C(=O)NCCCN2CCC(Cc3ccccc3)CC2)C1 (configuration not stated)	12	95	84	-30	139	-60%	30	139	0%
COc1ccc(C(O)c2nccn2Cc2ccccc2)cc1 (configuration not stated)	.	.	.	-15	189	-4%	15	189	6%
COc1cc(NC(=O)c2cccc3c2C(=O)N(Cc2cccnc2)C3)cc(OC)c1OC	-1	68	69	.	.	-43%	.	.	2%
CCn1c(N)c(C(=O)NCc2cccnc2)sc1=S	26	111	85	.	.	9%	.	.	-2%
CCCC(=O)n1nc(-c2ccco2)nc1SCc1ccccc1	-5	93	98	.	.	-14%	.	.	3%
O=C1CNCc2[nH]c3ccccc3c2N1c1ccccc1	5	92	87	-7	152	15%	7	152	1%

Gathered by group, those above with bromine (2)
SMILES	MRP resist rev	MRP resist rev cytotoxicity	MRP resist rev with doxorubicin	NFkB transloc inh	NFkB transloc inh cell count 2 µM	PLAP inhibitors HTS	IL1B NFkB pot	IL1B NFkB pot cell count 2 µM	Bcl-B TR3 displacers
Cc1nc2ccccc2n1/C(=N/S(=O)(=O)c1ccc(Br)cc1)c1ccccc1	.	.	.	-11	131	.	11	131	.
O=C(Cn1c(C(F)(F)F)nc2ccccc21)c1ccc(Br)cc1	.	.	.	-10	157	0%	10	157	0%

(list continues)
SMILES	MRP resist rev	MRP resist rev cytotoxicity	MRP resist rev with doxorubicin	NFkB transloc inh	NFkB transloc inh cell count 2 µM	PLAP inhibitors HTS	IL1B NFkB pot	IL1B NFkB pot cell count 2 µM	Bcl-B TR3 displacers
CCOC(=O)c1sc(NC(=O)CN2C(=O)c3cccc4cccc(c34)C2=O)nc1C	.	.	.	4	206	-5%	-4	206	-8%
COc1ccccc1/C=C/C=N/n1c(COc2ccccc2)n[nH]c1=S	.	.	.	-1	145	0%	1	145	-7%
CC(C)C(=O)Nc1ccc(C(=O)NNC(=O)C(c2ccccc2)c2ccccc2)cc1	.	.	.	-8	174	-12%	8	174	3%
O=C(O)CSCc1c(F)cccc1Cl	1	103	102	-5	156	.	5	156	.
CCc1cc2c(-n3nc(C)cc3C)ncnc2s1	5	94	89	-26	128	.	26	128	.
COc1ccc(CCN2CCCn3c2nc2c3c(=O)n(Cc3ccccc3F)c(=O)n2C)cc1OC	32	50	18	-11	97	-26%	11	97	-12%
NS(=O)(=O)c1cccnc1Nc1cccc(Cl)c1Cl	.	.	.	-13	148	-15%	13	148	-6%
COC(=O)C(C(=O)OC)C(C[N+](=O)[O-])c1ccc(OC)c(OC)c1 (configuration not stated)	.	.	.	2	122	-1%	-2	122	-4%
COc1ccc2[nH]cc(C3N4CC5(C)CN3CC(C)(C4)C5=O)c2c1 (configuration not stated)	.	.	.	-14	133	-3%	14	133	-2%
COC(=O)c1c(NC(=O)CN2CCOCC2)sc2c1CCC(C)C2 (configuration not stated)	-14	63	77	-17	150	6%	17	150	-4%
O=C(NCCOc1ccccc1)c1ncn[nH]1	12	106	94	-2	155	-3%	2	155	4%
Cc1ccnc(NC(=O)CCC(=O)N(CC(=O)NC2CCCCC2)c2ccc3c(c2)OCO3)c1	11	93	81	.	.	-35%	.	.	2%
O=C(CSC1=Nc2ccccc2C2=NC(CC(=O)NCc3ccco3)C(=O)N12)NCc1ccco1 (configuration not stated)	3	86	83	3	166	-73%	-3	166	-2%
CCOC(=O)N1CCC(NC(=O)C2CCCN(S(C)(=O)=O)C2)CC1 (configuration not stated)	19	102	83	-10	139	5%	10	139	17%
CCOC(=O)c1cc(C#N)c(SCC(=O)c2cc(C#N)c(SC)nc2C)[nH]c1=O	0	95	96	.	.	-45%	.	.	15%
O=C1c2ccccc2C(=O)N1CCc1ccccn1	-14	88	103	-14	87	9%	14	87	-2%
Cc1ccc(N2C(=O)CC(N(O)C3CC(=O)N(c4ccc(C)cc4)C3=O)C2=O)cc1 (configuration not stated)	1	86	86	.	.	-16%	.	.	-10%
CCc1nc(SCC(=O)NNC(=O)C2CCCCC2)c2ccccc2n1	.	.	.	-26	162	-72%	0	178	-1%
O=C(Nc1cccc(O)c1)c1ccccc1	5	91	86	-8	61	-16%	8	61	-2%
COc1cc(C)c(C)cc1S(=O)(=O)N1CCCCC1c1cccnc1 (configuration not stated)	-29	41	71	12	78	-25%	-12	78	-2%
COc1ccc(Nc2nc(-c3cccs3)cs2)cc1	11	88	76	15	174	19%	-15	174	-25%
Cc1ccc(Cl)cc1Nc1nc(-c2sc(NC(=O)C(C)(C)C)nc2C)cs1	.	.	.	2	101	0%	-2	101	-22%
O=C(COC(=O)c1cccc(S(=O)(=O)N2CCOCC2)c1)Nc1ccc2c(c1)OCO2	8	107	98	-15	179	15%	15	179	16%
COc1ccc(NC(=O)CC(Cc2ccccc2)C(=O)O)cc1 (configuration not stated)	4	104	101	-7	129	-9%	7	129	-3%
Cc1ccc(C2CC(C(F)F)n3ncc(C(=O)Nc4cnn(Cc5ccccc5C)c4)c3N2)cc1 (configuration not stated)	10	14	4	-11	139	-18%	11	139	-1%
O=C(Nc1cccn(Cc2c(Cl)cccc2Cl)c1=O)c1ccc(Cl)cc1Cl	.	.	.	3	136	13%	-3	136	0%
Cc1nn(C)cc1C(=O)NNC(=S)Nc1ccccc1	.	.	.	.	.	-82%	.	.	-6%
COc1ccccc1C(=O)N1CCCC1(C#N)c1ccccc1 (configuration not stated)	14	111	97	-2	135	6%	3	135	3%
Cc1cc(C)nc(SCC(=O)Nc2ccc(S(=O)(=O)Nc3nccs3)cc2)n1	.	.	.	5	175	5%	-5	175	8%
COc1ccc(NC(=O)CC2SC(=Nc3ccccc3)NC2=O)cc1 (configuration not stated)	.	.	.	8	185	-10%	-8	185	0%
O=c1c2c3n(c(=O)nc2[nH]n1-c1ccccc1)CCCCC3	4	97	93	20	72	5%	-20	72	-8%
COC(=O)c1c(-c2ccc(Br)cc2)csc1NC(=O)Cc1ccc(OC)c(OC)c1	.	.	.	10	139	-66%	-10	139	-26%
Nc1sc2c(c1C(=O)NC1CCS(=O)(=O)C1)CCC2 (configuration not stated)	.	.	.	-30	213	-126%	30	213	-4%
COc1cccc(NC(=O)CSc2ccc3nnc(-c4ccncc4)n3n2)c1	14	84	70	-3	50	12%	3	50	17%
COc1cccc(N(C(=O)c2ccco2)C(C(=O)NC2CCCC2)c2ccc(N(C)C)cc2)c1 (configuration not stated)	-3	76	79	5	116	-45%	-5	116	0%
CCCCCCCCCCn1cc(C(C)=O)c(=O)[nH]c1=O	.	.	.	-8	182	1%	8	182	-10%
COc1ccc2oc(=O)c(C(=O)N3CCN(c4ccc(F)cc4)CC3)cc2c1	-4	85	89	-2	102	.	2	102	.
COCCNC(=O)C(C)OC(=O)c1cc2sccc2n1C (configuration not stated)	-4	84	88	2	157	-12%	-1	157	2%
O=C(Nc1ccccc1)C1CCN(c2nccs2)CC1	8	85	77	0	131	13%	0	131	-2%
CCOC(=O)CC1(C)NC(=O)c2c(C)sc(C(=O)OCC)c2N1 (configuration not stated)	-10	74	84	-15	113	5%	15	113	-10%
CCc1ccc(S(=O)(=O)NCc2cn3cccc(C)c3n2)s1	.	.	.	-20	174	-70%	20	174	6%
Cc1cc(N2CCOCC2)c2c(N)c(Br)cc(C)c2n1	.	.	.	.	.	-105%	.	.	-2%
CCOC(=O)c1c(NC(=O)CSc2ncn[nH]2)sc(C)c1C	5	84	79	-6	161	-96%	6	161	-2%
N#Cc1nc(-c2ccc(OCc3ccc(Cl)cc3)cc2)oc1NCCCn1ccnc1	4	87	83	-5	192	-23%	5	192	-5%
Cc1cccc(-c2nc(CS(=O)CC(=O)N3CCCCC3)c(C)o2)c1 (configuration not stated)	5	87	82	.	.	-42%	.	.	-16%
CCN(CC)c1cccc(OC2=NS(=O)(=O)c3ccccc32)c1	-16	70	87	-11	54	-24%	11	54	-12%
COc1ccc(NC(=O)CCCN2C(=O)CCC2=O)cc1Cl	-2	96	98	5	111	4%	-5	111	-4%
CC(C)CCOc1ccc(-c2c(=O)n(OCc3ccc([N+](=O)[O-])cc3)c3ccccc3[n+]2[O-])cc1	.	.	.	-6	151	14%	-8	153	-6%
Cc1nc(C(=O)Nc2cccc(Cl)c2Cl)nn1-c1cc(OC(C)C)c(Cl)cc1Cl	.	.	.	1	158	-26%	-1	158	-9%
O=C1OC(Nc2ccc3c(c2)OCO3)c2ccccc21 (configuration not stated)	1	16	15	-2	134	7%	2	134	-11%
Cc1ccc(S(=O)(=O)N2CCN(S(=O)(=O)N3CCCCC3)CC2)c(C)c1	9	72	63	-10	95	10%	10	95	-6%
Cc1cccc(NC(=O)c2cnc3scc(C)n3c2=O)c1	1	88	87	-3	59	.	3	59	.
O=C(CNc1cccc2ccccc12)N/N=C/C(Br)=C/c1ccccc1	-16	25	41	-2	144	-2%	2	144	-5%
CCOC(=O)CSc1nc2c(c(=O)n1-c1ccc(OCC)cc1)SCC2	0	97	97	3	78	18%	-3	78	-3%
CCc1ccc2c(c1)cc(CN(C(=S)Nc1ccccc1C)C1CC1)c1nnnn12	.	.	.	.	.	4%	.	.	-1%
COc1ccc(CCNC(=O)c2ccccc2NC(=O)c2ccco2)cc1OC	-2	56	57	-23	70	0%	23	70	1%

Screening data from PubChem.
